FBW7 act: FBW7 E3 ligase activators, primary screen, biochemical, AlphaScreen, human. F-box/WD repeat-containing protein 7 (Homo sapiens), Q969H0. AlphaScreen FBW7–phospho-cyclin E peptide binding, activator screen. normalized activity (activation), % at 26.1 µM. hit rate 0.13% among 650,000; in the data active means normalized activity above about 1.9%;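 further: purified mutant Fbw7 with reduced substrate affinity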
Target sequence (Q969H0 whole entry, looked up): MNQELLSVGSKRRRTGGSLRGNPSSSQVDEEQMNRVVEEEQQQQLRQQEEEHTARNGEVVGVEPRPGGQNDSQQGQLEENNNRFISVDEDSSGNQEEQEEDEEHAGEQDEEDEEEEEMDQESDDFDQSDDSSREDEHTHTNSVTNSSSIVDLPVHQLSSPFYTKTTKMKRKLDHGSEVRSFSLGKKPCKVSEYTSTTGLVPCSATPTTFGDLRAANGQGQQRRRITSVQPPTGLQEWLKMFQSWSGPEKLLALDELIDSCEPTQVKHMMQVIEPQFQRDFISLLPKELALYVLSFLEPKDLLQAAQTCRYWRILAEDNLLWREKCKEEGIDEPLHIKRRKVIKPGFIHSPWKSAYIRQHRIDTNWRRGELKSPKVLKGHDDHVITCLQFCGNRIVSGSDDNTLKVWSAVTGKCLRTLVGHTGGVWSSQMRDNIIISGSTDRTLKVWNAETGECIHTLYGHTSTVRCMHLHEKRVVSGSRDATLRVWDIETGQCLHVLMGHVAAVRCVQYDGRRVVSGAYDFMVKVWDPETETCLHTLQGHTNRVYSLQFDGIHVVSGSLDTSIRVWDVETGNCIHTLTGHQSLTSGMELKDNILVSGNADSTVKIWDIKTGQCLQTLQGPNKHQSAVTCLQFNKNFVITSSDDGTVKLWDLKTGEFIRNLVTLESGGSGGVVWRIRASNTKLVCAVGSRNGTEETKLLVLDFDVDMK
GPR151 activ: activators of human GPR151, primary screen, cell-based, PathHunter beta-arrestin, luminescence; PathHunter beta-arrestin GPR151 cells; hit rate 1% among 650,000; activation, % at 11.2 µM; AID 1508602, 2020; in the data active means activation above about 4.9%;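 further: 0% = median of compound wells and 100% = cells with positive control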
MITF primary: MITF inhibitors, primary screen, biochemical, AlphaScreen, human; hit rate 0.91% among 650,000; Microphthalmia-associated transcription factor (Homo sapiens), O75030; AID 1259374, 2018; inhibition, % at 2.6 µM; AlphaScreen MITF homodimerization, bead proximity signal; in the data active means inhibition above about 50%;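 further: 0% = vehicle wells with protein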
TEAD-YAP block: TEAD-YAP interaction inhibition, primary screen, TEAD-YAP interaction inhibitor project, luminescence, HEK-TIYL cells | TEAD-Gal4/YAP UAS-luciferase luminescence | inhibition, % at 9.12 µM | hit rate 1.4% among 640,000; in the data active means inhibition above about 32%;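 further: 0% = median of test compound wells and 100% = reference inhibitor wells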
* hit, by the source's call.

The line under a structure holds: FBW7 act | GPR151 activ | TEAD-YAP block | MITF primary
CC(=O)c1ccccc1-c1ccc2c(-c3ccc(C(=O)N4CCN(C)CC4)cc3)[nH]nc2n1
    0.0 | -0.8 | 27 | -1
CC(=O)C1=C(O)C(=O)OC1c1ccc(C)cc1 (stereo unspecified)
    0.2 | 0.2 | -13 | 46
CCc1ccc2oc(-c3ccc(NC(=O)c4ccc(C)c([N+](=O)[O-])c4)cc3)nc2c1
    -0.1 | -0.2 | -2 | 12
Cc1ccc(-c2nsc(SCC(=O)c3ccccc3)n2)cc1
    -0.1 | -1.6 | -12 | -4
O=C1C(Cl)=C(c2ccc(Cl)cc2)C(=O)N1c1cccc([N+](=O)[O-])c1
    -0.1 | -0.3 | 3 | 17
C=CCN1C(=O)SC(CC(=O)Nc2ccc(C)cc2)C1=O (stereo unspecified)
    0.8 | -1.6 | 11 | 12
CS(=O)(=O)N1CCC(c2ccccc2F)CC1
    0.1 | -0.4 | 4 | 13
CN(CCc1cn[nH]c1)C(=O)CC1C(=O)NCCN1Cc1ccc(F)c(F)c1 (stereo unspecified)
    0.0 | 1.0 | -1 | -5
Cc1ccc(Nc2nc(N)c3ccccc3n2)cc1
    0.0 | -5.5 | 90* | -3
COc1ccc(C(=O)c2nc3ccccc3n2C)cc1
    0.3 | -2.2 | -22 | 2
COCCN(C(C)C)C1CCN(c2nc(C)c3cc4c(cc3n2)CCC4)CC1
    0.0 | 0.7 | -1 | -17
CN(C)c1ccc(C2CC(c3cccs3)=NN2C(=O)CCC(=O)O)cc1 (stereo unspecified)
    0.3 | -0.6 | 4 | 4
NC(=O)c1nsc(C(=O)N(CC(=O)NCc2ccc3c(c2)OCO3)C2CCCC2)c1N
    0.2 | -0.7 | -8 | -1
COc1ccc(-c2nn(-c3ccccc3)cc2/C=C2/NC(=S)N(c3ccccc3)C2=O)cc1
    0.0 | 0.0 | 2 | 11
CCOc1cccc(C2CC(c3cccc(Br)c3)=NC(c3ccc(OC)c(Br)c3)N2)c1O (stereo unspecified)
    0.1 | -1.1 | -21 | 3
S=c1[nH]nc(-c2cccnc2)n1/N=C/c1ccco1
    0.1 | 1.3 | 6 | 11
COc1cccc(C(=O)Nc2ccc(Cl)c(-c3nc4ccccc4o3)c2)c1
    0.2 | -1.6 | 11 | 5
CCC(=O)N1CCc2cc(S(=O)(=O)N3CCN(CC)CC3)ccc21
    0.0 | -0.3 | -1 | -7
COc1cccc(-c2nnc(NC(=O)C(c3ccccc3)c3ccccc3)o2)c1
    0.0 | 3.4 | 4 | 5
CCCC1=C(C(=O)OCC)C(c2ccccc2)C(C#N)=C(N)O1 (stereo unspecified)
    0.1 | -0.3 | 2 | 9
N#Cc1ccccc1OCCCNC1CCCC1
    0.0 | 0.6 | 5 | 30
Cc1ccc2nc(NCCCNS(=O)(=O)c3ccc(F)cc3)c(C#N)cc2c1
    0.2 | -0.1 | -4 | -11
COc1ccc(CN2CCNC(=O)C2CC(=O)N(C)Cc2ccccn2)cc1OC (stereo unspecified)
    0.1 | 0.0 | 4 | -17
CCn1c2ccccc2c2cc(NC(=O)C/C(C)=N/NC(=O)c3ccccc3N)ccc21
    -0.2 | -0.8 | -62 | -29
Cc1ccc(C)n1-c1ccc(Cl)cc1
    -0.2 | -0.5 | 0 | 5
CCOc1cccc(NC(=O)/C(C#N)=C\c2ccc(OC)cc2)c1
    0.0 | 2.8 | 3 | -21
C=CCSc1nc2c(c(=O)n1C1CCCCC1)C1(CCCCC1)Cc1ccccc1-2
    -0.3 | -0.2 | -10 | -3
CCN(CC)C(=O)C1CCCN(c2ccc([N+](=O)[O-])cc2[N+](=O)[O-])C1 (stereo unspecified)
    0.0 | 0.7 | 9 | -4
O=C(NCc1cccnc1)C1CC12CCN(Cc1ccc(-c3ccccc3Cl)o1)CC2 (stereo unspecified)
    0.1 | 0.9 | 0 | -19
Cc1ccc(-c2c(C)sc3ncn(CC(=O)O)c(=O)c23)cc1C
    0.1 | -0.2 | -4 | 5

Quoted from the listing.
MITF primary result of COc1ccc(CN2CCNC(=O)C2CC(=O)N(C)Cc2ccccn2)cc1OC (stereo unspecified) : -17
MITF primary result of CCOc1cccc(C2CC(c3cccc(Br)c3)=NC(c3ccc(OC)c(Br)c3)N2)c1O (stereo unspecified) : 3
GPR151 activ result of CCn1c2ccccc2c2cc(NC(=O)C/C(C)=N/NC(=O)c3ccccc3N)ccc21 : -0.8
FBW7 act result of COc1ccc(-c2nn(-c3ccccc3)cc2/C=C2/NC(=S)N(c3ccccc3)C2=O)cc1 : 0.0
TEAD-YAP block result of CCN(CC)C(=O)C1CCCN(c2ccc([N+](=O)[O-])cc2[N+](=O)[O-])C1 (stereo unspecified) : 9
GPR151 activ result of NC(=O)c1nsc(C(=O)N(CC(=O)NCc2ccc3c(c2)OCO3)C2CCCC2)c1N : -0.7

The main list resumes; the 6 compounds before the break are reprinted first.
The line under a structure holds: FBW7 act | GPR151 activ | TEAD-YAP block | MITF primary
Cc1ccc(C)n1-c1ccc(Cl)cc1
    -0.2 | -0.5 | 0 | 5
CCOc1cccc(NC(=O)/C(C#N)=C\c2ccc(OC)cc2)c1
    0.0 | 2.8 | 3 | -21
C=CCSc1nc2c(c(=O)n1C1CCCCC1)C1(CCCCC1)Cc1ccccc1-2
    -0.3 | -0.2 | -10 | -3
CCN(CC)C(=O)C1CCCN(c2ccc([N+](=O)[O-])cc2[N+](=O)[O-])C1 (stereo unspecified)
    0.0 | 0.7 | 9 | -4
O=C(NCc1cccnc1)C1CC12CCN(Cc1ccc(-c3ccccc3Cl)o1)CC2 (stereo unspecified)
    0.1 | 0.9 | 0 | -19
Cc1ccc(-c2c(C)sc3ncn(CC(=O)O)c(=O)c23)cc1C
    0.1 | -0.2 | -4 | 5
O=C(CC(=O)c1ccc([N+](=O)[O-])cc1)Nc1ccccc1Cl
    0.0 | 3.2 | -2 | 4
CC(C)(CC(=O)O)CC(=O)N1CCC2(CC1)OCc1cc(-c3ccccc3)ccc1O2
    0.0 | 0.7 | -1 | -2
COc1ccc(S(=O)(=O)n2c(SCC(=O)NCc3ccccc3)nc3ccccc32)cc1
    0.9 | -0.8 | 18 | 14
COc1ccc(-c2csc(C(C#N)C(=O)c3cccn3C)n2)cc1OC (stereo unspecified)
    0.0 | -0.3 | -5 | -1
COC(=O)C1=C(C)NC(=S)NC1c1ccc(-c2ccc(C#N)cc2)o1 (stereo unspecified)
    0.2 | 2.5 | 1 | 19
CCOC(=O)Cn1cc(CN2CCc3nc(C)[nH]c(=O)c3C2)c2ccccc21
    0.0 | 0.6 | -5 | 3
COc1cc2c(cc1OC)C(COc1ccccc1OC)N(C(=O)CCC1CCCCC1)CC2 (stereo unspecified)
    0.1 | 0.2 | -2 | 2
O=C(COc1ccc(Cl)cc1)N/N=C/c1cc(Br)ccc1O
    0.3 | 2.3 | 5 | 12
Cc1ccc(C(=O)Nc2ccc(/C(N)=N\O)cc2)cc1[N+](=O)[O-]
    0.0 | -0.1 | -5 | -1
CCc1nc(SCC(=O)c2ccc(OC)c([N+](=O)[O-])c2)n[nH]1
    0.4 | -0.8 | 3 | 5
COc1ccc(C(C)NC(=O)c2ccccc2C)cc1OC (stereo unspecified)
    -0.1 | 0.2 | -6 | -1
O=C(NCCN1CCOCC1)c1ccc(-c2ccc(N3CCOCC3)nc2)s1
    0.0 | -2.0 | -17 | 7
COc1cc(NC(=O)COc2ccc(F)cc2)nc(OC)n1
    -0.1 | -1.3 | -8 | -1
COc1cccc(C2=N/C(=C\c3ccc(C)o3)C(=O)O2)c1
    -0.2 | 4.0 | 10 | -1
CCCN(CCC)C(=S)Nc1ccccc1Br
    0.0 | -1.5 | 6 | 4
CC(=O)N1c2c(cc(Br)cc2S(=O)(=O)NCCc2ccccc2)CC1C (stereo unspecified)
    -0.1 | -0.3 | 0 | 3
CC(C)C1N=C2c3ccccc3N=C(SCc3cccc(F)c3)N2C1=O (stereo unspecified)
    -0.1 | -0.4 | -11 | 4
CCOc1cc(C2NC(=O)CCC2[N+](=O)[O-])cc(Br)c1OCC (stereo unspecified)
    -0.1 | 1.7 | 1 | 4
COc1ccc(CNC(=O)C2=C(C)C(=O)OC23CCC(C)CC3)cc1 (stereo unspecified)
    0.7 | -0.8 | 1 | 21
COc1cccc(C2CC(c3ccc(C)cc3)=NN2C(=O)CCC(=O)O)c1OC (stereo unspecified)
    0.0 | 0.5 | -7 | 4
Cc1ccsc1-c1nc2cnccn2c1NC1CCCC1
    0.4 | -1.1 | 2 | 3
COc1cc(C=O)cc(I)c1OCc1ccc(C(=O)O)cc1
    -0.1 | 3.0 | 0 | -1
O=C(NCc1ccccn1)c1csc2c1CCCCC2
    -0.5 | -0.7 | -23 | 0
COc1ccc(N(CC(=O)NCCSCc2ccco2)S(C)(=O)=O)c(OC)c1
    -0.1 | 2.1 | 5 | 6
Cc1c(C(=O)N2CCN(c3ccccn3)CC2)sc2ncn(CC(=O)N3CCOCC3)c(=O)c12
    -0.1 | -0.2 | -12 | 0
Cc1nnc2c(Nc3ccccc3N3CCCCC3)nc3ccccc3n12
    -0.1 | 0.3 | -4 | 2
CN1CCN(CCOc2ccccc2OCc2ccccc2)CC1
    0.4 | 2.9 | 1 | -1
c1cc(-n2cnc3c(NCCN4CCOCC4)nc(N4CCOCC4)nc32)cs1
    -0.1 | -0.6 | 56* | 0
CC(C)NC(=O)CSc1nnc(-c2ccco2)n1CC1CCCO1 (stereo unspecified)
    0.0 | 0.3 | -3 | -1
CC1CCN(S(=O)(=O)c2cccc(C(=O)Nc3ccccc3C(=O)N3CCCCCC3)c2)CC1
    0.1 | -2.1 | -4 | 8

6 structures already listed, arranged by length of the SMILES, ascending:
The line under a structure holds: FBW7 act | GPR151 activ | TEAD-YAP block | MITF primary
O=C(NCc1ccccn1)c1csc2c1CCCCC2
    -0.5 | -0.7 | -23 | 0
Cc1ccsc1-c1nc2cnccn2c1NC1CCCC1
    0.4 | -1.1 | 2 | 3
CN1CCN(CCOc2ccccc2OCc2ccccc2)CC1
    0.4 | 2.9 | 1 | -1
CC(C)NC(=O)CSc1nnc(-c2ccco2)n1CC1CCCO1 (stereo unspecified)
    0.0 | 0.3 | -3 | -1
CC(C)C1N=C2c3ccccc3N=C(SCc3cccc(F)c3)N2C1=O (stereo unspecified)
    -0.1 | -0.4 | -11 | 4
CC(=O)N1c2c(cc(Br)cc2S(=O)(=O)NCCc2ccccc2)CC1C (stereo unspecified)
    -0.1 | -0.3 | 0 | 3

Next entries follow:
The line under a structure holds: FBW7 act | GPR151 activ | TEAD-YAP block | MITF primary
CC(C)c1nccn1CC1CCN(C(=O)CN2C(=O)CCC2=O)CC1
    1.1 | 1.2 | 0 | 10
C=CCNc1nnc(SCC(=O)O)s1
    0.1 | 1.2 | 1 | 3
Cc1ccccc1CN1C(=O)c2ccccc2S(=O)c2ccc(C(=O)N3CCCC3)cc21 (stereo unspecified)
    0.7 | 1.0 | -5 | 11
CC(=O)Nc1nc(-c2ccccc2)c(C(=O)c2ccccc2)s1
    -0.1 | -0.9 | 30 | 11
CC(C)NC(=O)c1ccc2c(c1)NC(=O)C(N1CCCCC1)S2 (stereo unspecified)
    -0.2 | -1.0 | -1 | -10
CCc1sc(Nc2ccccc2)nc1-c1cc2ccccc2oc1=O
    -0.1 | 0.1 | -30 | 4
COC1CCC(C(=O)NC(c2ccc(F)c(F)c2)c2nccn2C)CC1 (stereo unspecified)
    -0.1 | -0.9 | -7 | -10
CN1CCN(c2ccc(-c3cccc(C(=O)NCc4cccnc4)c3)cc2)CC1
    -0.1 | 3.1 | -40 | 39
C/C(=N/NC(=O)c1cccc2cc[nH]c12)c1ccccc1
    0.0 | -0.9 | 9 | -10
O=C(Cn1cnc2sc3c(c2c1=O)CCCC3)NCCC(=O)Nc1ccc2c(c1)OCCO2
    0.1 | -0.6 | -4 | -17
O=C1NC(c2ccccc2[N+](=O)[O-])c2c(-c3ccccc3)n[nH]c21 (stereo unspecified)
    0.1 | -1.0 | 12 | 10
OCCNCCCCCOc1ccc2ccccc2c1
    -0.1 | -0.8 | -52 | -15
Cc1nn(C(=O)c2ccc3c(c2)OCO3)c(C)c1S(=O)(=O)N1CCC(C)CC1
    0.0 | -0.6 | -2 | 16
Nc1n[nH]c(-c2ccc(Br)cc2)c1Cl
    -0.5 | 0.2 | 3 | 0
CCC1CCCCN1C(=O)c1cc(-c2ccc(F)cc2)no1 (stereo unspecified)
    0.1 | 0.1 | -40 | -17
COc1ccc(CN2CCC(N3CCCCC3)CC2)cc1OCc1ccccc1
    -0.3 | -0.7 | 1 | 28
CCc1cccc2c(C#N)cn(CC(=O)N3CCCC3)c12
    0.0 | 1.6 | -1 | -1

High-throughput results as filed in PubChem.
